Screening results deposited in PubChem by National Center for Advancing Translational Sciences (NCATS).
TRHR PAM = TRH receptor (human) allosteric enhancement; TRHR cells, fluo-8 calcium fluorescence, EC20 TRH enhancement; enhancement, % at 2 µM; P34981; 360,000 tested, 0.66% active; in the data active means enhancement above about 30%; further: 0% is about no effect
Target sequence (P34981 whole entry, looked up): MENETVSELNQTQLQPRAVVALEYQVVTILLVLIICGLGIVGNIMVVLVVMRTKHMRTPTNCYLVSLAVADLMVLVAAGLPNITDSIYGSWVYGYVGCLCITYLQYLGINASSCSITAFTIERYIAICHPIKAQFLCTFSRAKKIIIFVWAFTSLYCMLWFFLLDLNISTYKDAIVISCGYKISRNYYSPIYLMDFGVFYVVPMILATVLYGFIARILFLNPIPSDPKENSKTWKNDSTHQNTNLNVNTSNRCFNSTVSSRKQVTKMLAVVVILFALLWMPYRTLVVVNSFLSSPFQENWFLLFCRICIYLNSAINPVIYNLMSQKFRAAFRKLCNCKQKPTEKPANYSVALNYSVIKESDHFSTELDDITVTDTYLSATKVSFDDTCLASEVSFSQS
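TRHR-expressing cells loaded with fluo-8 calcium dye were read kinetically (ex 480/em 530) during compound addition, then stimulated with an EC20 of TRH (10 nM final). Enhancement of the Gq-mediated intracellular calcium response was scored.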
Anesthetic bind = binds horse apoferritin like a general anesthetic; P02791; apoferritin/1-aminoanthracene competitive binding, fluorescence; Potency, µM (top dose mostly 77.5 µM), for the others: at the top dose activity change, negative = displacement, usual class: inhibitors; 350,000 tested, 0.074% active; AID 485281; further: potency means the concentration at half of the fitted maximal effect; on the % scale 0 is the no-effect control and ±100 the full control effect; nearly all actives have a fitted effect of over 20% in size
Target sequence (P02791 2-175 limits assumed): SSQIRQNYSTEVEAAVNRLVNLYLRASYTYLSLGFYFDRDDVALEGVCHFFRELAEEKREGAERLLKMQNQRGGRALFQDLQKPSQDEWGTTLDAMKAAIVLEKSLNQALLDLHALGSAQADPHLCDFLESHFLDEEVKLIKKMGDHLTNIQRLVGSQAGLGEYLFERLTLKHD
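Probe: 1-aminoanthracene (50% saturated, PBS). Protein: horse-spleen apoferritin, 10 uM. Incubation: 10 min, room temperature. Detection: 380 nm excitation, 535 nm emission. Analysis: normalized response, four-parameter Hill.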
RXFP1 agonist = agonists of human relaxin receptor RXFP1. Potency, µM (top dose mostly 57.5 µM), for the others: top-dose activation, most hits filed as activators. Q9HBX9. 370,000 tested, 0.3% active. HEK293T-RXFP1 cAMP TR-FRET, 30 min; response scale: percent of porcine relaxin response, buffer zero; further: potency means the concentration at half of the fitted maximal effect; on the % scale 0 is the no-effect control and ±100 the full control effect; nearly all actives have a fitted effect of over 60% in size; many of its hits are not listed in these tables
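Agonist response is measured as cAMP accumulation in an RXFP1-transfected HEK293T line under PDE4 inhibition. Values are scaled between buffer-only and 29 nM porcine relaxin, and EC50s come from standard Hill equation fits.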
TRHR ag = activates the human TRH receptor | P34981 | TRHR cells, calcium flux fluo-8, FDSS agonist mode | activation, % at 2 µM | 360,000 tested, 0.18% active | AID 493084; in the data active means activation above about 30%; further: 0% is about no effect
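In this calcium-flux screen, cells bearing human TRHR are dye-loaded with fluo-8, baselined for 10 cycles, then exposed to library compounds; positive kinetic calcium responses during the agonist phase mark hits, with TRH as control.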
D1 potentiator = enhances dopamine response at the human D1 receptor | potentiation, % at 10 µM | 360,000 tested, 0.036% active | HEK293 TREx D1 cells, calcium flux, dopamine EC20 potentiation; in the data active means potentiation above about 30%; further: 0% is about no effect
D1 ag = human D1 receptor agonism; P21728; HEK293 T-REx D1 cells, calcium flux, agonist mode; activation, % at 2 µM; 360,000 tested, 1% active; AID 504660; in the data active means activation above about 30%; further: 0% is about no effect
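Tetracycline-induced HEK293 TREx D1 cells, force-coupled to calcium signalling, were dye-loaded with a no-wash calcium kit. Compound was pin-added after a 10 s baseline. Fluorescence was read kinetically at 1 cycle/s for 180 s, with calcium rises flagged as agonism.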
D2 PAM = D2 dopamine receptor (human) potentiation; potentiation, % at 10 µM; P14416; 340,000 tested, 0.34% active; HEK293 T-REx D2, calcium flux, EC20 dopamine potentiation;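 active means potentiation over 3 SD above the plate norm, cut at about 30% in these data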; further: 0% is about no effect
Target sequence (P14416 whole entry, looked up): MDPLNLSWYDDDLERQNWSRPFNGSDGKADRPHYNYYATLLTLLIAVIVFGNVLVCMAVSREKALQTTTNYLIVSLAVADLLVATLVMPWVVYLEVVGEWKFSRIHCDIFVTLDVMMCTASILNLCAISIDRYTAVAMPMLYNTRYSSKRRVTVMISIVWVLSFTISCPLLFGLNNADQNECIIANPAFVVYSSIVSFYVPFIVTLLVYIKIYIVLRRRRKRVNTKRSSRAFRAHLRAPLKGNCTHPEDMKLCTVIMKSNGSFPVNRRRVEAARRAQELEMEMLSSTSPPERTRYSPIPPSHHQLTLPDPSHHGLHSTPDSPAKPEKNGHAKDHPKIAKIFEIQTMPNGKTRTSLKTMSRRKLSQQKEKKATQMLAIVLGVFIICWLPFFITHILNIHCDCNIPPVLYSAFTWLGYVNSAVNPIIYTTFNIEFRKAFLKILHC
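Cells plated with tetracycline inducer and held overnight at 30 C; calcium dye loaded 30–90 min at room temperature; baseline taken, compound added and read 180 s; EC20 dopamine then added and read 180 s.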
D1 antag = blocks dopamine activation of the human D1 receptor | HEK293 TREx D1 cells, calcium flux, dopamine EC80; active compounds read low | activity change, negative = inhibition, % at 10 µM | 360,000 tested, 3.2% active | AID 504652; in the data active means activity change below about -30%; further: on the % scale 0 is the no-effect control and ±100 the full control effect
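After overnight tetracycline induction at 30 C, force-coupled D1 HEK293 cells took up a no-wash calcium dye at room temperature. Compounds were added and monitored 180 s, and the response to EC80 dopamine was then recorded.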
RXFP1 antagonist = blocks the human relaxin receptor RXFP1; Q9HBX9; HEK293-RXFP1, relaxin-stimulated cAMP HTRF, 30 min; active compounds read low; activity change, negative = inhibition, % at 57.5 µM; 350,000 tested, 0.59% active;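 active means activity change of -60% or lower, but not beyond a set lower limit; inconclusive means change between -60% and -40%, or beyond the set limit; inactive means change above -40%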; further: on the % scale 0 is the no-effect control and ±100 the full control effect
The depositor's hits bear a star; ? = inconclusive; . = not tested or not shown; [ ] = another dose, or the depositor's remark. Unless noted, the call rests on the fitted dose curve; in most records, active means well fitted curve in the direction sought with a large enough effect; inconclusive means small, poorly fitted or top-dose-only effect, or another doubt; inactive means no such curve, though single readings can be large; an effect the other way counts as inactive or inconclusive. These rows are one share of the data; rates above refer to the full screens.

SMILES	TRHR PAM	Anesthetic bind	RXFP1 agonist	TRHR ag	D1 potentiator	D1 ag	D2 PAM	D1 antag	RXFP1 antagonist
Oc1ccc(Br)cc1C=Nc1ccc2[nH]ncc2c1	0	-6%	1.9%	0.1	-14	1	-4	9	-13
C=CCNc1nc2c(c(=O)n(C)c(=O)n2C)n1CC	6	33%[activator]	5.0%	-1.1	3	3	0	4	.
O=C(CCNS(=O)(=O)c1ccccc1Cl)N1CCN(c2ccccn2)CC1	1	.	0.0%	-0.1	-3	2	10	0	-2
Cc1cccc(C)c1NC(=O)C1c2cccc[n+]2CC(=O)N1Cc1cccs1 (stereo not given)	-10	-13%	0.7%	9.4	-2	29	6	35	-7
CC(=O)c1ccc(NC(=O)c2ccc(NC(=O)c3ccco3)cc2)cc1	0	-6%	-2.4%	0.9	-4	7	13	-10	2
COc1ccc(C(=O)C2CCCN(C(=O)c3ccc(C(C)=O)s3)C2)c(C)c1 (stereo not given)	-3	-18%	3.1%	1.6	1	2	-4	-18	-5
CN(N=Nc1ccc([N+](=O)[O-])cc1)c1ccccc1	-2	4%	-0.2%	3.2	-2	2	3	-1	-1
CCOC(=O)CSc1nc2ccccc2c(=O)n1C1CCCC1	-2	3%	0.1%	0.1	8	1	-4	13	-6
COc1cccc(/C=C/C(=O)NNC(=O)CCN2CCN(Cc3ccccc3)CC2)c1	2	-6%	-1.1%	0.0	-4	4	3	-10	8
CCCn1c(SCC(=O)NC(=O)Nc2ccc(C)cc2C)n[nH]c1=O	1	-13%	1.6%	-0.1	-5	9	-3	-5	-6
COc1ccc(NC(=O)CN2CCC3(O)CCCCC3C2c2ccccc2OC)cc1 (stereo not given)	2	-23%	2.0%	1.8	-8	4	6	-8	.
COc1ccccc1NC(=O)COc1coc(CN2CCN(c3ccccc3)CC2)cc1=O	-2	.	-0.4%	-2.2	1	2	15	4	-10
Cc1nn(-c2ccccc2)c(C)c1NC(=O)CCl	6	0%	-1.9%	0.0	0	0	-7	-3	3
Oc1ccccc1/C=N/n1c(COc2ccccc2)n[nH]c1=S	2	-5%	3.3%	-0.2	-5	1	10	-18	-13
O=C(Cc1ccccc1)NC(NNc1ccccc1)(C(F)(F)F)C(F)(F)F	3	-5%	-1.3%	-0.7	-4	-1	1	2	-4
CCN(CC)C(=O)N1CCN(S(=O)(=O)c2ccccc2)CC1	-4	-5%	2.5%	0.4	2	1	0	-6	-2
O=C(COC(=O)c1ccc2c(c1)OCO2)NC1CCS(=O)(=O)C1 (stereo not given)	-5	-12%	1.9%	0.7	-1	4	1	15	-19
CCOC(=O)c1cc2c(ccn2C)n1CC(=O)N1CCN(c2ccccc2)CC1	-13	-12%	0.6%	-0.6	2	0	.	-4	-13
COCCn1cnnc1SCC(=O)c1ccc(S(=O)(=O)N2CCCC2)cc1	-3	-16%	-1.6%	-0.4	-4	3	-3	-19	4
COc1ccccc1N1CCN(C(=O)C2CCC(Cn3c(=S)[nH]c4ccccc4c3=O)CC2)CC1 (stereo not given)	-12	-8%	-0.5%	0.1	-2	2	-1	11	-20
CCOc1ccc(N(C)c2ccc(/C=C3/SC(=S)NC3=O)cc2)cc1	-1	-12%	0.4%	23	-5	133*	1	-12	?
Cc1cc(C(=O)N2CCN(c3cc(Cl)ccc3C)CC2)on1	-1	-22%	4.3%	-0.5	-4	0	-4	6	-8
CN1C(=S)SC(C)(NO)C1(C)C (stereo not given)	2	-11%	2.2%	-1.1	0	3	-7	3	-5
Nc1ccc2nc(-c3cccnc3)[nH]c2c1	2	-11%	-2.5%	0.5	-12	1	.	-4	-10
O=c1c2c([nH]c3ccccc13)C(=C1CCCC1)CC2	11	-7%	2.1%	0.2	3	3	-10	13	-10
O=C(NCc1cccnc1)C1CCCN(S(=O)(=O)c2ccc(Br)cc2)C1 (stereo not given)	1	-5%	2.2%	-0.1	-4	1	13	1	-6
COc1cccc(C2=NOC(C(=O)N3CCc4ccccc4C3)C2)c1 (stereo not given)	-6	-3%	-0.1%	-1.1	-3	1	7	-1	-8
c1ccc(CSc2nc3ccccc3[nH]2)cc1	-5	?	-0.3%	0.0	-7	3	10	-8	-7
CCOC(=O)C1(CC2CC2)CCN(Cc2cnc(N(C)C)s2)CC1	-2	-9%	-1.5%	2.6	-2	9	-33	10	-1
CCOC(=O)CSc1cc(CS(=O)(=O)c2ccccc2)nc(-c2ccccc2)n1	-7	-18%	3.8%	0.5	2	8	0	1	-10

Arranged by molar mass (high to low): some entries from above.
SMILES	TRHR PAM	Anesthetic bind	RXFP1 agonist	TRHR ag	D1 potentiator	D1 ag	D2 PAM	D1 antag	RXFP1 antagonist
O=C(NCc1cccnc1)C1CCCN(S(=O)(=O)c2ccc(Br)cc2)C1 (stereo not given)	1	-5%	2.2%	-0.1	-4	1	13	1	-6
CCOC(=O)CSc1cc(CS(=O)(=O)c2ccccc2)nc(-c2ccccc2)n1	-7	-18%	3.8%	0.5	2	8	0	1	-10
CCOC(=O)C1(CC2CC2)CCN(Cc2cnc(N(C)C)s2)CC1	-2	-9%	-1.5%	2.6	-2	9	-33	10	-1
COc1cccc(C2=NOC(C(=O)N3CCc4ccccc4C3)C2)c1 (stereo not given)	-6	-3%	-0.1%	-1.1	-3	1	7	-1	-8
Cc1cc(C(=O)N2CCN(c3cc(Cl)ccc3C)CC2)on1	-1	-22%	4.3%	-0.5	-4	0	-4	6	-8
Nc1ccc2nc(-c3cccnc3)[nH]c2c1	2	-11%	-2.5%	0.5	-12	1	.	-4	-10
CN1C(=S)SC(C)(NO)C1(C)C (stereo not given)	2	-11%	2.2%	-1.1	0	3	-7	3	-5

Following part
SMILES	TRHR PAM	Anesthetic bind	RXFP1 agonist	TRHR ag	D1 potentiator	D1 ag	D2 PAM	D1 antag	RXFP1 antagonist
Cc1ccc(Cl)cc1NC(=O)N1CCC(CN2CCCCCC2)CC1	7	-15%	3.0%	-0.2	0	1	-3	3	-2
COCCCNC(=O)CN(CCc1ccccc1)S(=O)(=O)c1ccccc1	2	-4%	1.0%	0.0	-15	1	-4	-15	11
O=c1oc2ccccc2n1CSC1=NCCS1	3	-23%	-0.7%	0.8	-6	0	3	-5	4
CCOC(=O)c1c(C)[nH]c(C)c1C(=O)COC(=O)c1ccc(OC)c(OC)c1	-5	-10%	0.8%	-0.3	-4	2	-2	2	-22
Cc1nn(C)c(Cl)c1/C=N/OC(=O)c1ccccc1	3	-8%	-0.4%	-0.7	3	0	1	33	-3
C=CCn1c(SCc2c(F)c(F)c(F)c(F)c2F)nc(O)cc1=O	-6	-21%	1.7%	0.0	7	33*	-5	-14	-34
O=C(Nc1ccccc1F)C1CC1c1ccccc1 (stereo not given)	-4	-11%	2.4%	-0.1	-7	-1	8	-20	-9
CC(C)Cn1cc(Cl)c(=O)n(CC(C)C)c1=O	5	-2%	1.0%	-0.2	-2	1	4	-14	11
CC(=O)c1ccc(OCCCC(=O)Nc2cc(S(=O)(=O)N(C)C)ccc2C)cc1	0	-11%	1.3%	0.2	-5	9	-17	-14	.
CCCCn1c(-c2cccnc2)n[nH]c1=S	5	3%	-0.9%	0.1	-6	2	1	7	-8
O=C(COC(=O)c1ccncc1)c1ccc(Br)cc1	-3	-17%	-0.6%	-1.2	-3	1	6	-8	-3
COc1ccc(Cl)cc1NC(=O)CCn1cnc2ccccc2c1=O	9	-3%	0.3%	-0.1	1	7	13	4	-8
Cc1ccc(S(=O)(=O)N2CCCCC2)cc1C(=O)NCC1CCCO1 (stereo not given)	-5	-2%	1.2%	0.5	-4	0	-3	7	0
Cc1c(C(=O)NCCCN2CCOCC2)sc2nc(-c3ccc(F)cc3)cn12	0	6%	-0.3%	0.3	-4	1	-24	-4	-15
COc1ccc(CN(C)CC(=O)NC(=O)NC2CCCCC2)cc1	4	.	0.3%	0.1	-3	0	-11	-2	-2
COc1cccc(C2CC(=O)NC3=C2C(=O)CCC3)c1 (stereo not given)	7	-7%	-5.3%	-0.4	0	5	14	50	-14
Cc1nnc(SCC(=O)Nc2sc3c(c2C#N)CCCCC3)n1N	7	?	-0.5%	-0.2	-3	1	19	.	-5
Cc1ccc2cccc(SCC(=O)NCc3ccco3)c2n1	-1	-13%	5.3%	-0.2	0	1	2	-14	4
Nn1cc(-c2ccccc2)nc1SCC(=O)Nc1ccc2c(c1)OCO2	-3	-11%	0.2%	0.3	-1	0	10	5	6
O=C(COc1ccc(Cl)cc1Cl)NC(=O)c1ccccc1	-1	-5%	2.2%	0.3	7	6	-13	13	4
O=C(NNc1ccc([N+](=O)[O-])cc1)C1C2CCCCC21 (stereo not given)	-8	7%	3.9%	-0.3	-3	0	13	-9	6
Cc1ccc(NC2CCCN(C(=O)c3cc4ncccn4n3)C2)cc1C (stereo not given)	1	-24%	-3.4%	0.3	-3	1	-5	13	-32
N#Cc1ccccc1OCC(=O)NCC(c1cccs1)N1CCOCC1 (stereo not given)	-1	0%	0.0%	0.3	4	2	-21	-2	0
CCSc1nnc2ccc(-c3cccs3)nn12	-2	-7%	9.8%	-0.5	5	-1	0	-13	3
CCOc1cc(C2C(C(=O)c3ccccc3)=C(C(=O)OC)Nc3nnnn32)ccc1O (stereo not given)	1	-5%	1.6%	0.3	0	2	-2	-9	-2
O=C(Nc1ccc2cn[nH]c2c1)c1ccccc1F	0	-5%	3.7%	0.1	-7	0	-4	-13	-3
CC(C)CCn1c(SCC(=O)OCn2nnc3ccccc3c2=O)nc2ccccc2c1=O	-5	-2%	-0.8%	0.3	-5	1	.	16	9
CCN(CC(=O)Nc1ccccc1OC)C(=O)C1CC2C=CC1C2 (stereo not given)	-1	-7%	1.9%	0.1	-3	0	-12	-21	11
CCOC(=O)N1CCN(c2c(N3CCN(c4ccccc4OC)CC3)c(=O)c2=O)CC1	-11	0%	1.0%	-1.0	-3	0	-7	-33*	.
NC(=O)c1ccc(SCC(=O)OCC(=O)NCC2CCCCC2)c([N+](=O)[O-])c1	6	.	3.3%	-0.3	-4	1	-5	6	-1
COc1ccc(C)cc1N(C)C(=O)Cc1c(C(=O)O)n(C)c2ccccc12	1	6%	2.8%	0.5	-1	2	-4	-2	3
Cc1ccc(/C=N/n2c(-c3ccccn3)n[nH]c2=S)o1	16	0%	-0.9%	0.1	-3	3	2	4	3
N#Cc1cnc2ncnn2c1-c1ccccc1	-2	-1%	1.7%	-0.7	-4	2	-1	21	-1
Cc1cc2c(s1)c1c(C)nn(Cc3ccc(F)cc3)c(=O)c1n2C	-2	.	0.2%	-0.8	3	3	.	-3	.
